High-throughput results from PubChem.
N370S GC – inhibits or activates N370S mutant glucocerebrosidase | P04062 | Potency, µM (highest dose often 59.4 µM), without a hit: at the top dose activity change, negative = inhibition, usual class: inhibitors | N370S GC spleen homogenate, 4MU-glucoside fluorescence | 330,000 tested, 0.092% active;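 also: 0% = full enzyme activity and -100% = no enzyme basal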
TDP1 inh – blocks human tyrosyl-DNA phosphodiesterase 1; recombinant TDP1, AlphaScreen DNA substrate cleavage; 350,000 tested, 0.28% active; Q9NUW8; Potency, µM (titrated, usually from 130 µM), inactives show at the highest dose activity change, negative = inhibition, most hits filed as inhibitors; also: nearly all actives have a fitted effect of over 40% in size
Target sequence (Q9NUW8 whole entry, looked up): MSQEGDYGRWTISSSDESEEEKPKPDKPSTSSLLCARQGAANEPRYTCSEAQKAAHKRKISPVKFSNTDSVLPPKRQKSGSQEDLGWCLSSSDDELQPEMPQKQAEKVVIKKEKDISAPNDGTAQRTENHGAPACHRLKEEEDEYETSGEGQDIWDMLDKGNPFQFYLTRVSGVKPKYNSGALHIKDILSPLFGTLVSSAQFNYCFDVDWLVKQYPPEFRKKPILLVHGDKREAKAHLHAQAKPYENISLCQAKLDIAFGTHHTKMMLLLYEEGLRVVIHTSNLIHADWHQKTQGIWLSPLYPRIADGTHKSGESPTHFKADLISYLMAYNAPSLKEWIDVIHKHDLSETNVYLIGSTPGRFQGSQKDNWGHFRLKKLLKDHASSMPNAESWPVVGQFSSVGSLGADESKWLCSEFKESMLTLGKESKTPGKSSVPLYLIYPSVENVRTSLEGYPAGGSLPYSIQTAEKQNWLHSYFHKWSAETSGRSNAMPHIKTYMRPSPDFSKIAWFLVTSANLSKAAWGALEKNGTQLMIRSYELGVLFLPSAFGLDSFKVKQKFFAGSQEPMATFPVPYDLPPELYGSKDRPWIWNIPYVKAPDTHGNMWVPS
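Signal: AlphaScreen proximity between streptavidin donor and anti-FITC acceptor beads on intact substrate. Reaction: Tdp1 1 nM, substrate 15 nM final, 5 min RT after 15 min compound preincubation.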
FEN1 inh – inhibitors of human flap endonuclease 1; Potency, µM (top dose mostly 114 µM), without a hit: at the highest dose activity change, negative = inhibition, usual class: inhibitors; AID 588795; 390,000 tested, 0.35% active; P39748; Recombinant FEN1 flap cleavage, fluorescence, 15 min; also: nearly all actives have a fitted effect of over 65% in size
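Read-out was taken twice, immediately and after 15 min, following addition of 50 nM substrate to 10 nM FEN1 that had sat with test compound for 15 min at room temperature. Curves came from a four-parameter Hill model.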
Numbers without * were called inactive; ? = inconclusive; nt = not tested or not shown; & = joins results of further samples; [ ] = dose if it differs, or a comment. Calls follow the shape of the dose curve; as a rule, active = well fitted curve in the direction sought with a large enough effect; inconclusive = small, poorly fitted or top-dose-only effect, or another doubt; inactive = no such curve, though single readings can be large; an effect the other way counts as inactive or inconclusive. Unless noted, % is scaled to controls: 0 for no effect and ±100 for the full control effect; potency is read from the fitted curve at half-maximal effect.

SMILES	N370S GC	TDP1 inh	FEN1 inh
CCOC(=O)c1cnc2ccc(Cl)cc2c1N1CCN(C)CC1	-4%	5%	8%
O=C1Nc2ccccc2/C1=C\C(=O)c1ccccc1	-4%	nt	-15%
Cc1csc(NC(=O)CSc2nc3ccccc3c(=O)[nH]2)n1	-3%	2%	-4%
O=C(O)CCC(=O)Nc1nc2ccc([N+](=O)[O-])cc2s1	-9%	0%	-5%
CCOC(=O)C1CCN(C(=O)c2cc(S(=O)(=O)N3CCOCC3)ccc2C)CC1	nt	0%	-19%
O=C(/C=C/c1cccc(Cl)c1)NCc1cccs1	7%	0%	3%
Cc1c(C(=O)c2cccc(F)c2)c2ccccn2c1CCC#N	29%	11%	-3%
C=Cc1ccc(Cn2c(=O)n(-c3cccc(C)c3)c(=O)c3c2c2cc(C)ccc2n3C)cc1	nt	6%	11%
CN1C(=O)C2(OCC(C)([N+](=O)[O-])CO2)c2ccccc21 (stereo unspecified)	0%	nt	-7%
CCOC(=O)c1c(C)n(C)c2ccc(OCCN(C)C)cc12	8%	0%	-12%
Cn1cc(C(=O)NCN2CCCCC2)c2ccccc21	4%	4%	8%
CCOC(=O)N1CCC(NC(=O)C2CCCN(Cc3nc(-c4cccc(Cl)c4)oc3C)C2)CC1 (stereo unspecified)	2%	3%	6%
CN(CC(=O)Nc1cccc(F)c1)C(=O)c1cccnc1Sc1ccccc1	-1%	3%	1%
NNC(=O)c1cccc(COCC(F)(F)C(F)F)c1	0%	1%	0%
CCOC(=O)c1c(C)[nH]c(C)c1C(=O)COC(=O)/C=C/c1cccc(Cl)c1	4%	3%	-19%
O=C(O)/C(=C\c1c(C(=O)O)[nH]c2cc(Cl)cc(Cl)c12)c1ccccc1	-3%	nt	-3%
CCCC[C@@H]1CNC(=O)C(=O)N1CC(C)(C)C	3%	-8%	1%
COc1cccc(N2CCN(C(=O)C(CCSC)NS(=O)(=O)c3ccc4c(c3)oc(=O)n4C)CC2)c1 (stereo unspecified)	nt	6%	1%
O=C(O)CC1NC(=O)N(c2ccc(Cl)cc2)C1=O (stereo unspecified)	-12%	0%	0%
CCCNC(=O)C1CN(S(=O)(=O)c2ccc(Cl)s2)c2ccccc2O1 (stereo unspecified)	-13%	-3%	1%
Cc1cc2c(cc1C)C(c1cccc(OC(C)C)c1)CC(=O)N2 (stereo unspecified)	nt	-6%[12.3 µM]	-13%
CN(CC(=O)NNC(=O)CCNS(=O)(=O)c1ccccc1)S(=O)(=O)c1ccc(Cl)cc1	-3%	-17%	3%
COCCCNC(=O)C(=O)Nc1cc2c3c(c1)CCC(=O)N3CCC2	-4%	0%	-6%
O=C(Nc1cccnc1)c1ccc(S(=O)(=O)c2ccc(Cl)cc2)cc1	-4%	5%	5%
Nc1cccc2c1C(=O)N(Cc1nnc(-c3ccccc3Br)o1)C2=O	-4%	1%	-32%

Ordered by length of the SMILES (smallest number first): 3 of the compounds above
SMILES	N370S GC	TDP1 inh	FEN1 inh
O=C1Nc2ccccc2/C1=C\C(=O)c1ccccc1	-4%	nt	-15%
O=C(O)CC1NC(=O)N(c2ccc(Cl)cc2)C1=O (stereo unspecified)	-12%	0%	0%
CCOC(=O)C1CCN(C(=O)c2cc(S(=O)(=O)N3CCOCC3)ccc2C)CC1	nt	0%	-19%

Back to the main list; the 6 compounds before the break are reprinted first.
SMILES	N370S GC	TDP1 inh	FEN1 inh
CCCNC(=O)C1CN(S(=O)(=O)c2ccc(Cl)s2)c2ccccc2O1 (stereo unspecified)	-13%	-3%	1%
Cc1cc2c(cc1C)C(c1cccc(OC(C)C)c1)CC(=O)N2 (stereo unspecified)	nt	-6%[12.3 µM]	-13%
CN(CC(=O)NNC(=O)CCNS(=O)(=O)c1ccccc1)S(=O)(=O)c1ccc(Cl)cc1	-3%	-17%	3%
COCCCNC(=O)C(=O)Nc1cc2c3c(c1)CCC(=O)N3CCC2	-4%	0%	-6%
O=C(Nc1cccnc1)c1ccc(S(=O)(=O)c2ccc(Cl)cc2)cc1	-4%	5%	5%
Nc1cccc2c1C(=O)N(Cc1nnc(-c3ccccc3Br)o1)C2=O	-4%	1%	-32%
CCOc1ccc(NC(=O)COc2ccc(OC)cc2)cc1	-5%	2%	8%
COc1ccccc1N1CCN(C(=O)C(C)CS(=O)(=O)c2ccc3c(c2)NC(=O)CS3)CC1 (stereo unspecified)	2%	-4%	-7%
CSc1ccc(C(=O)c2[nH]c(=O)[nH]c2C)cc1	-12%&-3%	10%[56.1 µM]	-6%
Cc1ccc(S(=O)(=O)NCC(C)NC(=O)CN2CCOCC2)cc1 (stereo unspecified)	-18%	13%	-12%
CC(C)c1ccc(NC(=O)CSc2nc3c(c(=O)[nH]2)CCC3)cc1	-3%	0%	nt
CCOc1ccc(-n2ccc(=O)c(C(=O)Nc3ccc(S(=O)(=O)Nc4ncccn4)cc3)n2)cc1	-2%	1%	18%
Cc1ccc(NC(=O)c2ncn(CC(=O)NCc3ccc4[nH]ccc4c3)n2)cc1C	nt	2%[56.1 µM]	-4%
c1ccc2c(CN3CCOCC3)c3ccccc3c(CN3CCOCC3)c2c1	-13%	0%	6%
C=CC[C@@H](CC(=O)N[C@H](CO)Cc1ccccc1)C(=O)N[C@@H](COC(=O)[C@@H](CC=C)CC(=O)OC(C)(C)C)Cc1ccccc1	nt	1%	-11%
CC(C)OCCCNC(=O)COCC(=O)Nc1ccc(OCCc2ccccc2)cc1	-5%	nt	-21%
O=C(CCCCCn1c(=S)[nH]c2ccc(N3CCOCC3)cc2c1=O)NCc1cccc(Cl)c1	?	0%	4%
O=C(CN1CCOCC1)NCCNC(=O)CN1CCOCC1	-8%	4%	-8%
CCN1C(=NCC(C)C)N[C@@H](c2cccc(C(F)(F)F)c2)C(C(=O)OC)=C1C	-15%&-22%	nt	6%
CCc1ccc(-c2cc(C)no2)cc1S(=O)(=O)N1CCN(C(=O)c2ccco2)CC1	-5%	5%	0%
COc1cc(C(=O)Nc2ccc3c(c2)OCCO3)ccc1-n1cnnn1	-3%	-3%	-10%
Cc1cc(C(=O)Cn2cc(C(F)(F)F)ccc2=O)c(C)n1-c1ccccc1	3%	-8%	-7%
CCCCC(=O)NC(c1ccc(C(C)C)cc1)c1ccc2cccnc2c1O (stereo unspecified)	-3%	nt	12%
Cc1nc2ccn(Cc3ccco3)c(=O)c2cc1C(=O)N1CCN(c2ccccc2)CC1	nt	-1%	6%
COc1ccc(CNCc2ccc(C)cc2)c(OC)c1	-3%	nt	11%
Nc1ncnc2c1cnn2-c1ccccc1	-2%&-1%	4%&2%	2%
COc1ccc(-c2nc(CS(=O)CC(=O)NCc3ccc4c(c3)OCO4)c(C)o2)cc1OC (stereo unspecified)	-5%	2%	3%
CCOC(=O)/C(C(=O)Nc1ccc(Cl)cc1Cl)=C1/NC(C)(C)Cc2ccccc21	21%	-4%	nt
COc1ccc2oc(C(=O)OCC(=O)N3CC(C)OC(C)C3)c(C)c2c1 (stereo unspecified)	3%	3%[56.1 µM]	3%
CCCCN(CC)CCNC(=O)c1nn(-c2ccc(OC)cc2)c(=O)c2c1c1ccccc1n2C	0%	-3%&-5%	-2%&16%
O=C1C(Cl)=C(N2CCOCC2)C(=O)N1c1ccccc1F	3%	nt	7%

The list goes on.
SMILES	N370S GC	TDP1 inh	FEN1 inh
COc1ccc(-c2[nH]c(-c3ccccc3)nc2SCC(=O)Nc2nccs2)cc1	21%	3%	-32%
COc1ccc2c(C)cc(SCC(=O)Nc3cc(C(N)=O)cc(C(N)=O)c3)nc2c1	-5%	-3%	?
CCCOc1ccc(-c2nc(N3CCC(C)CC3)c3ccccc3n2)cc1	nt	0%[12.3 µM]	-5%
COc1ccc(CC(=O)N/N=C(\C)CC(=O)Nc2ccc(N(C)C)cc2)cc1OC	-17%	nt	-1%
O=c1c(-n2cncn2)c[nH]n1-c1cccc(Cl)n1	4%	7%	-2%
Cc1[nH]nc2c1C(c1cccc(O)c1)C1=C(CC(C)(C)CC1=O)N2 (stereo unspecified)	15%	10%	-6%
COc1ccc(CNC(=O)c2cc3c(=O)n(Cc4ccc(OC)cc4)ccc3nc2C)cc1	nt	2%	-17%
COc1ccc(CCN(C)C2CCCN(S(C)(=O)=O)C2)cc1OC (stereo unspecified)	-4%	nt	20%
CC(C)c1ccccc1OCC(=O)Nc1ccccc1C(=O)N1CCOCC1	-4%	4%	0%
CCOC(=O)C1CCCN(C(=O)c2ccc(NC(=O)c3nsc4ccccc34)cc2)C1 (stereo unspecified)	nt	8%	-16%
COc1ccccc1CNC(=O)C1CCC(CNS(=O)(=O)c2ccccc2)CC1 (stereo unspecified)	4%	nt	16%
COc1ccc(C2N=C(Nc3nc4ccccc4o3)NC3=C2C(=O)CC(C)(C)C3)cc1 (stereo unspecified)	nt	0%	12%
CC1(C)CC(=O)C2=C(C1)OC(N)=C([N+](=O)[O-])C2c1ccc(C#N)s1 (stereo unspecified)	-19%	-6%	-5%
CCN(C(=O)COC(=O)CCC(=O)c1cccs1)c1ccccc1	nt	0%	12%
c1ccc(-c2nc(-c3cccnc3)cs2)cc1	12%	nt	12%
Nc1cc2c(cc1C(=O)c1ccccc1)OCCO2	3%	9%	0%
COc1ccc(NC(=O)[C@@H](NC(=O)N2C[C@H]3C[C@@H](C2)c2cccc(=O)n2C3)C(C)C)cc1OC	2%	nt	-7%
Cc1ccc(C)c(Cn2nnc3c(=O)[nH]c(C4CCN(S(=O)(=O)c5ccc(S(=O)(=O)N(C)C)cc5)CC4)nc32)c1	-4%	0%	-4%
CSc1cc(-c2ccc(Cl)cc2)c(C(=O)N2CCCC2)s1	7%	-5%	-21%
COc1ccc(CSCC(=O)NN=C2CCN(C)CC2)cc1	27%	1%	13%
O=C(O)C(=O)/C(=C\c1ccc([N+](=O)[O-])cc1)c1ccc2ccccc2n1	-14%	5%	-10%
CC(=O)Nc1ccc(S(=O)(=O)Nc2ccc(-n3cnnn3)cc2)cc1	nt	0%	0%

Two entries drawn at random from the list so far, as already listed:
SMILES	N370S GC	TDP1 inh	FEN1 inh
Nc1cc2c(cc1C(=O)c1ccccc1)OCCO2	3%	9%	0%
O=C1C(Cl)=C(N2CCOCC2)C(=O)N1c1ccccc1F	3%	nt	7%

Not a hit list (roughly 0.53% active in at least one column).
